Compound activity as filed in PubChem BioAssay.
USP1-UAF1 inh = Inhibitors of USP1/UAF1: Primary Screen; Ubiquitin carboxyl-terminal hydrolase 1 (Homo sapiens), O94782; recombinant USP1/UAF1, Ub-Rhodamine cleavage fluorescence; Potency, µM (series often up to 57.1 µM), without a hit: top-dose activity change, negative = inhibition, most hits filed as inhibitors; 390,000 tested, 0.23% active; further: potency means the concentration at half of the fitted maximal effect; on the % scale 0 is the no-effect control and ±100 the full control effect; nearly all actives have a fitted effect of over 60% in size; inactives centre near -12
Target sequence (O94782 whole entry, looked up): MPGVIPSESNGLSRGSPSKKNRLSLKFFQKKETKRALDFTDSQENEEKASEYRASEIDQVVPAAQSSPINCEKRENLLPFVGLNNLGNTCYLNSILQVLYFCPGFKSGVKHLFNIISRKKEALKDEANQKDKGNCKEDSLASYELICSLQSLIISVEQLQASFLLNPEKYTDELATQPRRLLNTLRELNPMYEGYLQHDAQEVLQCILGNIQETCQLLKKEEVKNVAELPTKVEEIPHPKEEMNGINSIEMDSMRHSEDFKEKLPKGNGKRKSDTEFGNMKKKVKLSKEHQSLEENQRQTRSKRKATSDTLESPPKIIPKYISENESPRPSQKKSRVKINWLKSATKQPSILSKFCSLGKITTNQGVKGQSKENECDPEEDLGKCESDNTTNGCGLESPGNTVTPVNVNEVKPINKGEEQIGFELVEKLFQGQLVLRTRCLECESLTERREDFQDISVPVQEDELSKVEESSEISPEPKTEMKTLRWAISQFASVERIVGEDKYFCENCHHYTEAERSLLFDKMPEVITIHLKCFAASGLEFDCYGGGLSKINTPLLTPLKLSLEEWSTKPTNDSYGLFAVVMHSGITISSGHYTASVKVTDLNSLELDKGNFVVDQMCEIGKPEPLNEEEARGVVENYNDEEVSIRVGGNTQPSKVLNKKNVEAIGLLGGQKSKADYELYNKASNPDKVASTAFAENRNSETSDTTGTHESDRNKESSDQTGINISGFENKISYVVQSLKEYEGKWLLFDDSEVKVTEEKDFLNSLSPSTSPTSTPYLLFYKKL
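1 nM enzyme complex + cpd, 15 min RT; start with Ub-Rho 150nM final; kinetic fluorescence ex 480/em 540, 6 reads q60 s. Buffer 50mM HEPES pH 7.8, 0.5mM EDTA, 0.1 mg/ml BSA, 1mM TCEP, 0.01% Tween-20.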
mIDH1 inhibitor = qHTS for Inhibitors of mutant isocitrate dehydrogenase 1 (IDH1): qHTS | 390,000 tested, 0.093% active | Potency, µM (doses to about 76.6 µM), without a hit: top-dose activity change, negative = inhibition, most hits filed as inhibitors | IDH1-R132H enzyme, NADPH consumption, diaphorase/resazurin fluorescence; further: potency means the concentration at half of the fitted maximal effect; on the % scale 0 is the no-effect control and ±100 the full control effect; nearly all actives have a fitted effect of over 65% in size
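IDH1-R132H (0.5 ug/mL) preincubated 30 min with compound, then NADPH (0.016 mM) and alpha-KG (2 mM) added; 80 min at RT, pH 7.5. Remaining NADPH coupled via diaphorase/resazurin to fluorescence (540/590 nm); concentration-response curves normalized to no-enzyme control.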
Glioma ERSR ind = qHTS for Inducers of the Endoplasmic Reticulum Stress Response (ERSR) in Human Glioma: qHTS; U87-MG GRP78 promoter luciferase reporter, 16 h; Potency, µM, inactives show at the highest dose activation, usual class: activators; 420,000 tested, 0.02% active; further: potency means the concentration at half of the fitted maximal effect; series mostly up to about 76 µM; % of control where 0% means no effect; nearly all actives have a fitted effect of over 35% in size
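Stably transfected U87-MG glioma cells carrying a GRP78-based luciferase sensor; 16 h compound incubation. Luminescence end-point read 10 min after Bright-Glo addition at room temperature.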
LDHA block = qHTS assay for inhibitors of human lactate dehydrogenase | activity change, % (values are at about 110 or 230 µM) | 480,000 tested, 0.15% active | L-lactate dehydrogenase A chain (Homo sapiens), P00338 | AID 1347041, 2019 | purified LDHA, NADH/diaphorase-resazurin fluorescence; active compounds read low; in the data active means activity change below about -30%; inconclusive means mostly about -25% to -30%;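 further: plate controls were DMSO wells for no effect and wells without enzyme for full effect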
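Resorufin fluorescence (ex540/em590), read at 0 and 20 min after diaphorase/resazurin addition, reports the NADH left after a 5 min room-temperature reaction of 2 nM human LDH5 with 0.06 mM NADH and 0.2 mM pyruvate.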
TrxR1 substrate = qHTS Assay for Substrates of Mammalian Selenoprotein Thioredoxin Reductase 1 (TrxR1): qHTS. Potency, µM (titrated, usually from 114 µM), without a hit: top-dose activity change, negative = substrate turnover. 390,000 tested, 0.01% active. Thioredoxin reductase 1, cytoplasmic (Rattus norvegicus), O89049. purified TrxR1 substrate turnover, NADPH consumption readout; further: potency means the concentration at half of the fitted maximal effect; on the % scale 0 is the no-effect control and ±100 the full control effect; nearly all actives have a fitted effect of over 50% in size
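Rat TrxR1, dispensed at 90 nM, was prereduced with 400 uM NADPH (final) for 5 min at ~22 deg C, then incubated with compound 15 min before 400 uM selenite. A first-read NADPH fluorescence drop versus no-compound background flagged substrates.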
rTrxR1 inhibitor = qHTS Assay for Inhibitors of Mammalian Selenoprotein Thioredoxin Reductase 1 (TrxR1): qHTS. Thioredoxin reductase 1, cytoplasmic (Rattus norvegicus), O89049. recombinant rTrxR1, NADPH fluorescence consumption, selenite substrate. Potency, µM (top dose mostly 114 µM), for the others: top-dose activity change, negative = inhibition, most hits filed as inhibitors. 390,000 tested, 1% active. AID 588453, 2011; further: potency means the concentration at half of the fitted maximal effect; on the % scale 0 is the no-effect control and ±100 the full control effect; nearly all actives have a fitted effect of over 65% in size
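Rat TrxR1 (90 nM in the dispensed reagent) was pre-reduced with 400 uM NADPH for 5 min at room temperature, then incubated with compound for 15 min. After 400 uM selenite was added, NADPH fluorescence (Ex 340/Em 450 nm) was followed for 8 min.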
Vif-APOBEC3F blk = qHTS for Inhibitors of Vif-A3F Interactions: qHTS. HeLa A3F-eYFP + Vif (tagged APOBEC3F with the HIV-1 protein that degrades it), YFP fluorescence increase. Potency, µM (highest dose often 46.1 µM), inactives show at the highest dose activity, negative = active. 390,000 tested, 0.2% active; further: potency means the concentration at half of the fitted maximal effect; % of control where 0% means no effect; nearly all actives have a fitted effect of over 65% in size
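HeLa cells stably expressing Vif plus C-terminally eYFP-tagged A3F were seeded, incubated overnight at 37 deg C, dosed with compound, incubated overnight again at 37 deg C. Yellow fluorescence (Ex 488/Em 500-530) reported blocked Vif-mediated A3F-eYFP degradation.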
Vif-A3G inh = qHTS for Inhibitors of Vif-A3G Interactions: qHTS | DNA dC->dU-editing enzyme APOBEC-3G (Homo sapiens), Q9HC16 | HeLa A3G-eYFP + Vif (tagged APOBEC3G with the HIV-1 protein that degrades it), YFP fluorescence, overnight | Potency, µM (highest dose often 46.1 µM), for the others: at the highest dose activity, negative = active, hits mostly inhibitors | 410,000 tested, 0.076% active | AID 602310, 2012;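 further: potency means the concentration at half of the fitted maximal effect; on the % scale 0 is the no-effect control and ±100 the full control effect; nearly all actives have a fitted effect of over 60% in size; hits raise eYFP signal because A3G escapes Vif-driven loss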
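HeLa cells stably expressing Vif and C-terminally eYFP-tagged A3G, seeded overnight at 37 deg C, then exposed to compound by pintool overnight at 37 deg C. Rise in yellow fluorescence (Ex 488/Em 500-530, Acumen) marks blocked Vif-driven A3G degradation.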
RGS4 inhibitor = Inhibitors of Regulator of G Protein Signaling (RGS) 4: qHTS. Regulator of G-protein signaling 4 (Homo sapiens), P49798. Transcreener GDP fluorescence polarization, RGS4-accelerated GTP hydrolysis. Potency, µM (doses to about 114 µM), without a hit: at the top dose activity change, negative = inhibition, usual class: inhibitors. 390,000 tested, 0.039% active. AID 504845, 2011; further: potency means the concentration at half of the fitted maximal effect; on the % scale 0 is the no-effect control and ±100 the full control effect; nearly all actives have a fitted effect of over 75% in size; some results filed as inactive show a strong effect at the top dose
Target sequence (P49798 whole entry, looked up): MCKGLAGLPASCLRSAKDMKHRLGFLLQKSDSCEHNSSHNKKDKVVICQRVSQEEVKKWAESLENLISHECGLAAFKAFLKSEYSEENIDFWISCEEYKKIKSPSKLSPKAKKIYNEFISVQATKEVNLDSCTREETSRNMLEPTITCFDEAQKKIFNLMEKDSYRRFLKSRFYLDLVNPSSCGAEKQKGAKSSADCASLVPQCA
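MLSMR compounds (23 nl, pin-transferred) preincubated 10 min at room temperature with a 500nM (2x) first reagent, then RGS4 at 900nM (2x) plus Transcreener GDP mix added; fluorescence polarization (620/688 nm) read before and after 90 min at 30 °C.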
* = called active by the depositor; ? = inconclusive; · = no result given; & = joins results of further samples; [ ] = dose if it differs, or a comment. Unless noted, the call rests on the fitted dose curve; in most records, active means well fitted curve in the direction sought with a large enough effect; inconclusive means small, poorly fitted or top-dose-only effect, or another doubt; inactive means no such curve, though single readings can be large; an effect the other way counts as inactive or inconclusive.

SMILES | USP1-UAF1 inh | mIDH1 inhibitor | Glioma ERSR ind | LDHA block | TrxR1 substrate | rTrxR1 inhibitor | Vif-APOBEC3F blk | Vif-A3G inh | RGS4 inhibitor
COc1ccc(S(=O)(=O)N2CCC(C(=O)NCc3ccco3)CC2)cc1C | -6.5% | 3.6% | 3.3% | 1.8 | -1.3% | ? | ? | 0.4% | -27.7%
Cc1c(C(=O)C(=O)NCCc2ccc(S(N)(=O)=O)cc2)c2ccccc2n1C | -5.8% | 9.6% | -4.4% | -1.1 | -12.9% | -12.7% | ? | 2.5% | 32.2%
Fc1ccccc1-n1ncc2c1ncn1nc(-c3ccccc3Cl)nc21 | -14.0% | · | · | -6.6 | 4.7% | 26.7% | · | · | 12.2%
Cc1cccc(/C=C(\c2nc3ccccc3[nH]2)S(=O)(=O)c2ccccc2)c1 | ? | 3.6% | -14.7% | -6.5 | -3.8% | -65.1% | -5.0% | -18.3% | -29.2%
COc1ccc(C(=O)Nc2ccc(NC(=O)Cc3ccccc3)cn2)cc1 | -6.5% | 2.3% | -1.3% | 1.2 | 3.7% | 7.8% | ? | -0.2% | -11.8%
Cc1ccc(C(=O)Nc2nn(C)c3cccc(F)c23)cc1 | -5.4% | 3.0% | -0.3% | -9.0 | -5.7% | 8.4%[57.1 µM] | -10.5% | -4.3% | 3.1%
CC(=O)N1CCc2cc(S(=O)(=O)C(C)CC(=O)Nc3ccc(OC(F)(F)F)cc3)ccc21 (stereo not given) | -25.1% | -3.6% | 2.8% | 0.1 | -6.9% | 2.6% | 7.4% | 0.6% | 25.9%
CCOC(=O)c1sc2nc(-c3ccccc3)ccc2c1N | -14.5% | 3.5% | -0.1% | -0.3 | 3.9%[11.4 µM] | 9.2%[11.4 µM] | -4.4% | -6.1% | -9.9%
CCc1ccc(C(=O)NNC(=O)C2CCN(c3ncnc4sc(C)c(C)c34)CC2)cc1 | -5.9% | 0.3% | -2.7% | -4.8 | -1.5%[57.1 µM] | 3.3%[57.1 µM] | 0.6% | 0.0% | 18.2%
Cc1ccnc(NC(=O)Cn2cc([N+](=O)[O-])cn2)c1 | -9.5% | 5.3% | 3.0% | -4.2 | 6.3%[57.1 µM] | 8.9%[57.1 µM] | 5.0% | -0.6% | -20.5%
CCC(C)(C)n1nnnc1C(c1cccnc1)N1CCCc2ccccc21 (stereo not given) | -9.4% | 3.5% | -3.0% | 5.2 | 4.7% | 11.6% | 7.1% | 0.2% | 20.9%
CCOC(=O)c1ccc(S(=O)(=O)N2CCN(C(=O)C3CSC4(C)CCC(=O)N34)CC2)cc1 (stereo not given) | -6.5% | 11.2% | -2.7% | -5.8 | -3.1% | 2.8% | -1.5% | 1.6% | 3.6%
COc1cccc(CN2C(=O)c3ccccc3Sc3ccc(C(=O)N(C)Cc4ccccc4)cc32)c1 | ? | -11.4% | -3.0% | -1.1 | -0.9% | 22.7% | -5.0% | -2.4% | -9.7%
Cc1cc(Nc2cc(C(=O)O)ccc2C)n2ncnc2n1 | -19.7% | -4.3% | -1.3% | -7.3 | 6.7%[57.1 µM] | 11.4%[57.1 µM] | -2.8% | 1.6% | -6.9%
Cc1ccc(-c2sc(-c3ccccc3)nc2CC(=O)Nc2ccccc2F)cc1 | -3.1% | 0.2% | -2.2% | -5.7 | 1.6% | 6.7% | ? | 1.4% | -49.1%
C(=N\n1cnnc1)/c1cccn1-c1ccccc1 | 3.3% | -4.2% | -3.1% | -4.0 | -10.5% | -5.5% | -0.2% | -1.0% | 21.6%
CCOc1ccc(CCNC(=O)c2cc3c(=O)n(CC)c4ccccc4c3s2)cc1OCC | -8.2% | -10.0% | -0.7% | -4.1 | 3.6% | 27.0% | -3.6% | 4.7% | 18.7%
CC[N+](CC)(CC)C/C=C/CN1CCCCC1 | -1.4% | 2.7% | -2.1% | -7.0 | -4.4% | 3.0% | 0.0% | -0.9% | 19.1%
Fc1ccc(-c2nnc3ccc(N4CCCC4)nn23)cc1 | -25.6% | 11.2% | -1.7% | -1.8 | 12.9% | 29.4% | 1.4% | -0.6% | 10.9%
CCCCNC(=O)c1cc2c(=O)n3cccc(C)c3nc2n(CCN2CCOCC2)c1=N | -15.3% | 2.3% | -4.2% | -1.1 | 187.5%[activator] | 17.5% | -4.7% | -4.6% | -10.4%
COCC(C)N1CC(O)=C(c2nc(-c3ccc(Cl)cc3)cs2)C1=N (stereo not given) | -4.1% | -4.5% | 7.2% | -4.2 | 2.2%[57.1 µM] | 15.6%[57.1 µM] | -0.4% | 1.4% | -18.1%
CCn1c(SCCOc2ccccc2F)nc2ccccc21 | 6.2% | 5.0% | -1.0% | -2.5 | -1.7% | 22.1% | 1.3% | 6.3% | 20.4%
Cc1ccccc1NC(=O)c1c(C)oc2ccc(O)c(CN(C)Cc3ccccc3)c12 | ? | -2.2% | -5.0% | 7.8 | -6.8% | 0.9% | -2.5% | 9.4% | -4.7%
O=C(COc1ccc2oc(-c3ccco3)cc(=O)c2c1)N1CCCCC1 | -16.1% | 1.2% | -2.0% | -3.7 | 191.9%[activator] | 17.9% | 1.8% | -0.7% | 10.9%[11.4 µM]
Cc1cccc(C(=O)Nc2c(C(=O)N3CCN(c4ccc(F)cc4)CC3)oc3ccccc23)c1 | -13.2% | -3.8% | -2.3% | -0.7 | 2.1% | 13.2% | 1.1% | 0.2% | -7.7%
CC(=O)N1CCN(c2nnc(-c3ccc(C)cc3)c3ccccc23)CC1 | -23.4% | -1.7% | -1.3% | 0.1 | 1.2% | 8.6% | -0.2% | -3.9% | -11.5%
N#Cc1ccc(C(=O)Nc2cc(S(=O)(=O)N3CCCC3)ccc2OCC(F)(F)F)cc1 | 0.0% | -2.9% | -2.3% | -4.7 | -13.4% | -16.8% | 2.3% | -5.7% | -2.5%
CCCCC(=O)N/N=C/c1ccc(Sc2cccc3cccnc23)o1 | -8.4% | 3.0% | -1.8% | -0.5 | 10.9%[57.1 µM] | 9.8%[57.1 µM] | 0.1% | -17.2% | -22.5%
CCN(C(=O)Cn1nc(Cc2ccncc2)c2ccccc2c1=O)c1cccc(C(F)(F)F)c1 | -4.4% | -3.3% | -1.2% | 4.0&-3.1 | -3.3% | 2.0% | 2.2% | -5.3% | 27.8%
Cc1ccc(NC(=O)c2ccc(CNS(=O)(=O)c3ccc4c(c3)C(C)(C)C(=O)N4C)cc2)cc1 | 9.8% | 0.0% | -3.0% | -1.0 | 3.3% | 5.5% | -6.3% | 2.8% | -23.2%
CCC(CC)c1nnc(NC(=O)CS(=O)(=O)Cc2ccccc2)s1 | -5.1% | 5.9% | -5.2% | 0.1 | -2.3% | -4.0% | -4.9% | -10.2% | -5.2%
COc1ccc(C(=O)N/C(=C\c2cn(S(=O)(=O)N(C)C)c3ccccc23)C(=O)NCCCN2CCOCC2)cc1 | -16.1% | -9.8% | -2.0% | -0.2 | 2.1% | 1.6% | 3.0% | 1.0% | -7.9%
O=C(Nc1ccccc1C(=O)NCC1CCCO1)c1ccccc1 (stereo not given) | 5.0% | -4.4% | -2.0% | -8.2 | -2.4% | 3.9% | 2.9% | 0.5% | -11.4%
COC(=O)Nc1nnc(Cc2ccc(OC)cc2)s1 | -16.3% | -0.4% | 2.2% | -1.3 | 4.5%[57.1 µM] | -3.1%[57.1 µM] | 2.5% | -4.2% | -2.7%
COC(=O)COc1ccc(/C=N/NC(=O)CN(c2ccccc2OC)S(=O)(=O)c2ccccc2)cc1 | -3.8% | 4.4% | -14.3% | -1.0 | -5.4%[57.1 µM] | -8.6%[57.1 µM] | -1.8% | -16.5% | 9.2%
N/C(=N\N=C\c1ccco1)SC1CC(=O)N(c2ccc(C(=O)O)cc2)C1=O (stereo not given) | -27.2% | -1.8% | -2.4% | -9.7 | -8.2% | 2.8% | 4.2% | -5.3% | 15.5%
Cc1cccc(NC(=O)CCN2CCC(C)CC2)c1 | -21.8% | -4.8% | -1.8% | -10.0 | 6.5%[57.1 µM] | 4.5%[57.1 µM] | 4.1% | 1.4% | -8.6%

Some of the compounds tested; the hit share may differ from the screen's.
